# Assay outcomes (PubChem)
# Keap1 Nrf2 FP – Keap1-Nrf2 protein-protein interaction inhibitors, primary screen, biochemical, fluorescence polarization, single point | Kelch-like ECH-associated protein 1 (Homo sapiens), Q14145 | Keap1 Kelch-Nrf2 peptide fluorescence polarization, 1536-well | inhibition, % at 9.4 µM | actives 0.15% (n = 340,000) | AID 504523, 2011; in the data active means inhibition above about 12%; inconclusive means no clear call, values can overlap the other calls; inactive means below about 7.3%;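 further: human Keap1 Kelch domain with fluorescein labeled Nrf2 9mer peptide probe; 0% = neutral control wells and 100% = peptide positive control; higher means more block of Keap1 binding to Nrf2 peptide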
# Wnt bcat act – Wnt/beta-catenin pathway activators, primary screen, cell-based, plate reader, single point; Wnt/beta-catenin reporter cell assay, activator; actives 1.2% (n = 300,000); activation, % at 9.35 µM; AID 743398, 2014; in the data active means activation above about 30%, passing the limit was not always enough; inconclusive means no clear call, values can overlap the other calls;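 further: 0% = neutral control wells and 100% = positive control wells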
# OPRM1-OPRD1 inv – inverse agonists of MOR-DOR heterodimerization, primary screen, cell-based, luminescence | Mu-type opioid receptor (Homo sapiens) + Delta-type opioid receptor (Homo sapiens), … | cell-based MOR-DOR heterodimer luminescence, inverse agonism | inhibition, % at 9.3 µM | actives 0.21% (n = 340,000) | AID 504357, 2011; in the data active means inhibition above about 22%, passing the limit was not always enough;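 further: 0% = cells with DMSO and 100% = wells without cells with DMSO; values of inactives mirror those of a sister screen read the other way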
# MOR-DOR ag – agonists of OPRM1-OPRD1 heterodimerization, primary screen, cell-based, luminescence; actives 0.3% (n = 340,000); activation, % at 9.3 µM; Mu-type opioid receptor (Homo sapiens) + Delta-type opioid receptor (Homo sapiens), …; AID 504326, 2011; cells; in the data active means activation above about 18%;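 further: 0% = vehicle-treated cells and 100% = reference agonist; values of inactives mirror those of a sister screen read the other way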
# LANA DNA inh – inhibitors of KSHV C-LANA binding to DNA, primary screen, biochemical, fluorescence polarization, FAM-LBS DNA, MBP-C-LANA, single point | inhibition, % at 9 µM | actives 0.078% (n = 340,000) | AID 504423, 2011 | Kaposi's sarcoma herpesvirus LANA C-terminal domain (residues 932-1162) DNA binding;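 active means highest replicate inhibition at or above 60% at 9 µM, even if other replicates fall short; inactive means all replicates below 60% inhibition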;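 further: 0% = neutral control wells and 100% = 4 µM acridine orange control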
# Arr AP2 block – inhibitors of beta-arrestin/AP2 binding, primary screen, biochemical, GPCR trafficking, flow cytometry | actives 0.31% (n = 340,000) | inhibition, % at 10 µM | beta-arrestin 1 C-terminal peptide binding to AP2 beta2-adaptin appendage (human) | FITC-arrestin peptide / GST-AP2 beads; AP2 beta2 appendage carries R879A mutation;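 active means inhibition above a set limit, near 3 SD of compounds lacking own fluorescence, cut at about 54% in these data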;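 further: plate controls were DMSO wells for no effect and 5 µM unlabelled arrestin peptide for full effect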
#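 System: GST-AP2 R879A glutathione beads; medium: PBS, Tween 20 0.05%, BSA 0.1%; reagent: fluorescein-tagged arrestin peptide at 50 nM final; schedule: pre-incubation 12 min, peptide binding 1 h, room temperature; detection: flow cytometry, FL1 (488/535 nm); read-out: inhibition as reduced fluorescein signal on beads, percent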
# Pemphigus Ab inh – inhibitors of pemphigus antibody binding to DSG3, primary screen, biochemical, bead-based, flow cytometry, scFv-GFP; Desmoglein-3 (Homo sapiens), P32926; DSG3-coupled beads, scFv-anti-DSG3-GFP binding; hits give low values; binding (percent of control), % at 10 µM; actives 0.48% (n = 310,000);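 active means binding more than 3 SD below its plate's average and above zero; inconclusive means below that plate limit but binding exactly zero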;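 further: hits lower antibody fragment binding to DSG3; some compounds called inactive have numbers as strong as hits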
# Target sequence (P32926 whole entry, looked up, the tested form may be a part): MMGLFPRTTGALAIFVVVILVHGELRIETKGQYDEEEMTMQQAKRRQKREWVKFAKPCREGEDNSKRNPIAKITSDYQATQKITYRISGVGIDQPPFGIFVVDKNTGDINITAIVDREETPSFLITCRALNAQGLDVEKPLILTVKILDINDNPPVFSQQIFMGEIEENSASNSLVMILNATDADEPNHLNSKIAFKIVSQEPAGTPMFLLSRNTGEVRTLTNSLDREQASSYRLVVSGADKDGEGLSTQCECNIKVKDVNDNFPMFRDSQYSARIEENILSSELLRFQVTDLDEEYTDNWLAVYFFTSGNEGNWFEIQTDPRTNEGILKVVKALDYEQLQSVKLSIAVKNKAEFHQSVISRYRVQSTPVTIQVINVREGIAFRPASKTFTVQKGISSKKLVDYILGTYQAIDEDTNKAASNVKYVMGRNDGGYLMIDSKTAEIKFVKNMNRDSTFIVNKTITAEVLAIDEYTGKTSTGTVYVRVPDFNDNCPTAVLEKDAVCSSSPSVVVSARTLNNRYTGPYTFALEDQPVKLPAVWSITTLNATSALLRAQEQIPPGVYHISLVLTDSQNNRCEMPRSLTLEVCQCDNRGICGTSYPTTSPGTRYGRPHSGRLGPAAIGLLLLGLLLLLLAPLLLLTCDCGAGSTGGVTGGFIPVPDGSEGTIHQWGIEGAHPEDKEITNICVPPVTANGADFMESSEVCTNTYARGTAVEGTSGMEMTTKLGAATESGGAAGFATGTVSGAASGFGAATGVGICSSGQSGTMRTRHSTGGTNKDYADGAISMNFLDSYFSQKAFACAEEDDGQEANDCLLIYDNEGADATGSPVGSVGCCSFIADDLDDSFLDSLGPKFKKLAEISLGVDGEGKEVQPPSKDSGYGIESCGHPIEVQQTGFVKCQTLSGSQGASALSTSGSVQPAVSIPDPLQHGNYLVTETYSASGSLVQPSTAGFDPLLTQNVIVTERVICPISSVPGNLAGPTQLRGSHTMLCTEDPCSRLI
# cardiac RTF act – cardiac RTF calcium sensitivity activators, primary screen, biochemical, IANBD-TnC fluorescence, EC20 calcium. Troponin I, cardiac muscle (Homo sapiens) + Troponin T, cardiac muscle (Homo sapiens) + …. IANBD-labeled TnC RTF fluorescence at EC20 calcium; 0% EC20 calcium, 100% full calcium. activation, % at 7.2 µM. actives 0.24% (n = 340,000);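 active means activation above the mean over all tested compounds plus 3 SD, cut at about 30% in these data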;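 further: rise in fluorescence read as greater calcium sensitivity of cardiac thin filaments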
# Cardiac RTF inh – cardiac RTF calcium sensitivity inhibitors, primary screen, biochemical, IANBD-TnC fluorescence, EC70 calcium; Troponin I, cardiac muscle (Homo sapiens) + Troponin T, cardiac muscle (Homo sapiens) + …; IANBD-labeled cardiac RTF, Ca2+ fluorescence; inhibition, % at 7.15 µM; actives 0.12% (n = 340,000);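 active means inhibition above the mean inhibition of all tested compounds plus 3 SD, cut at about 17% in these data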;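 further: assay run at fixed EC70 calcium of 1.6 mM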
# V-ATPase pH – regulators of yeast V-ATPase proton pumping, primary screen, pHLuorin cytosolic pH fluorescence | S. cerevisiae | response, % at 10 µM | actives 0.37% (n = 350,000); in the data active means response mostly above about 7.3%, no sharp cut-off; inactive means mostly below about 5.4%; further: actives read high; inactives centre near 0; some compounds called inactive have numbers as strong as hits; reference of the scale not given here
# * = called active by the depositor; ? = inconclusive; . = no result given.
SMILES,Keap1 Nrf2 FP,Wnt bcat act,OPRM1-OPRD1 inv,MOR-DOR ag,LANA DNA inh,Arr AP2 block,Pemphigus Ab inh,cardiac RTF act,Cardiac RTF inh,V-ATPase pH
Cc1cc(C)c(NS(=O)(=O)c2ccc3c(c2)NC(=O)CC(=O)N3)c(C)c1,0,.,7,-1.4,-3.8,10,97,0,-7,-1
Cc1cc(C)c(NC(=O)CSc2nc3c(c(=O)n2C)SC(C)C3)c(C)c1 (centres undefined),-2,2,14,-2.7,-0.1,3,92,-5,-3,4
COCCN1CN=C(Nc2nc3ccccc3o2)NC1,-1,.,8,-1.6,0.0,-4,107,-1,-4,-2
O=c1oc2ccccc2c2c1cnc1ccccc12,-1,-2,5,-1.1,-1.9,-3,105,1,-7,4
COc1cc(C(=O)OCC(=O)c2ccccc2)cc2c1OCCO2,-4,-1,1,-0.3,0.5,0,87,-5,-3,-1
COc1ccc(C2C3CCCCC3(O)CCN2C(=O)c2cccs2)cc1 (centres undefined),4,0,-4,0.7,-2.5,32,113,3,8,0
CC(=O)N1CCOc2ccc(S(=O)(=O)N3CC(C)CC(C)C3)cc21 (centres undefined),1,-1,-1,0.2,-1.4,28,104,-1,-6,1
O=C(Nc1nc(C2C3CC4CC(C3)CC2C4)cs1)c1cc2cc([N+](=O)[O-])ccc2oc1=O (centres undefined),1,-2,4,-0.7,-1.0,-13,104,6,-15,1
O=C(N[C@@H](Cc1ccc(O)cc1)C(=O)O)c1cccnc1,2,-1,-7,1.3,-0.7,-6,107,2,-5,0
COC(C[C@H]1O[C@@H]1[C@H](O)[C@H](C)OCc1ccccc1)OC,-5,-3,15,-2.8,1.0,-8,105,-5,1,-7
Clc1ccc(CN2C3=NCCCN3c3ccccc32)c(Cl)c1,-1,-3,-25,4.5,-0.3,-4,94,-3,-4,-4
CC(C)(C)C(=O)N1N=C(c2ccc(NS(C)(=O)=O)cc2)CC1c1cccs1 (centres undefined),2,-7,-3,0.4,-0.2,13,114,-8,0,.
COC(=O)c1ccc2c(=O)[nH]c(COC(=O)CCC(=O)c3ccc(Cl)cc3)nc2c1,-6,-2,-17,2.6,2.1,-2,102,5,-39,5
CCCCCc1cc(=O)oc2c(C(CCN3CCCC(C)C3)c3ccc(N(C)C)cc3)c(OC)cc(OC)c12 (centres undefined),-4,.,-70,12,0.4,23,109,-5,2,-9
COc1ccccc1NC(=S)N1CCC(C(=O)c2ccc(F)cc2)CC1,-1,-1,7,-1.5,1.4,38,105,2,-1,5
COc1ccc(-c2cc3ccccc3n2CC(O)CNC(CO)(CO)CO)cc1 (centres undefined),-4,4,-1,0.2,1.8,-7,.,9,-9,-1
CCOc1cccc(N2C(=O)CC(N3CCN(c4ccc(S(=O)(=O)CC)cc4)CC3)C2=O)c1 (centres undefined),-5,.,4,-0.8,-0.9,-2,100,8,0,2
CCS(=O)(=O)n1nc(-c2ccccc2)nc1N,-4,-2,-3,0.5,2.6,10,.,2,-2,2
CC(C)C[C@H](NC(=O)C1CC(=O)N(c2ccc3c(c2)OCO3)C1)C(=O)NCc1ccco1 (some centres undefined),-7,-2,6,-1.2,-0.8,1,.,-1,-5,1
c1ccc(-c2nnsc2Sc2ccccn2)cc1,3,36*,-23,4.0,2.3,-2,100,-1,4,-1
Cc1ccc(C(=O)CSc2nnc(N)s2)c(C)c1,-2,14,-1,0.1,-0.4,0,101,5,12,3
CSc1cccc(NC(=O)/C=C/c2ccc(Cl)cc2)c1,-2,.,-37,7.4,-0.7,2,102,-2,2,2
O=C(CN1C(=O)c2ccccc2C1=O)NCCc1c[nH]c2ccccc12,1,1,17,-3.4,1.3,-1,105,-3,14,1
COc1ccccc1C(=O)N/N=C1/NC(=O)CC(C(=O)Nc2ccccc2)S1 (centres undefined),5,24,3,-0.6,1.2,-3,.,-1,3,8
Cc1nn(CC(=O)Nc2ccc(F)cc2)c(=O)c2ccccc12,-1,0,7,-1.4,-1.1,29,105,-1,8,-3
COc1cc2c(cc1OC)CN(C(=O)C1CCN(S(=O)(=O)c3ccccc3F)CC1)CC2,-4,-2,8,-1.5,-0.8,11,101,-8,0,2
CCOc1cc(/C=C(\CC(=O)O)c2nc3ccccc3s2)ccc1OCC(=O)Nc1cccc(C(F)(F)F)c1,-4,-3,6,-1.6,1.2,1,110,4,-10,-3
Cc1cc(NC(=O)c2cc(-c3ccncc3)nc3ccccc23)ccc1Br,-3,-1,-42,8.2,-1.1,-1,99,-3,-6,5
Cc1ccc(NS(=O)(=O)c2c(C)nc3sccn3c2=O)cc1,-2,2,1,-0.2,-1.9,11,102,2,-2,-6
CCN(Cc1ccccc1)S(=O)(=O)c1cc2c3c(c1)CCN3C(=O)CC2,-3,0,-5,0.9,0.8,-8,98,1,3,0
O=C(NCC(c1ccco1)N1CCc2ccccc21)c1cccc(F)c1 (centres undefined),2,-3,0,0.0,0.1,15,116,5,5,2
Cc1ccc(C(=O)NC(=S)Nc2cccc3nsnc23)cc1,-6,.,2,-0.3,-0.9,6,87,8,5,2
CC(=O)NS(=O)(=O)c1ccc(N=NN2CCCCC2)cc1,-3,-1,16,-3.0,-0.5,4,96,4,8,-2
Cn1nc(-c2ccccc2)c(CN2CCN(c3ncccn3)CC2)c1Cl,2,0,-8,1.7,1.6,33,103,5,-7,2
COc1cccc2cc(C(=O)NCc3ccccc3Br)c(=O)oc12,-3,9,13,-2.4,-0.7,-1,96,-4,-2,4
Fc1ccc(NC(=S)Nc2cccc3ccccc23)cc1F,-4,23,-1,0.2,-1.5,-8,.,-3,-2,0
O=S(=O)(Nc1ccccc1)c1ccc(-c2cnc(C3CC3)o2)cc1,-4,-1,-19,3.9,-0.7,-3,107,8,-4,1
CC(=O)c1ccc(NC(=O)COC(=O)CCN2C(=O)c3cccc([N+](=O)[O-])c3C2=O)cc1,0,?,16,-2.2,0.2,-4,107,1,1,.
Cc1ccc(S(=O)(=O)N2CCCC(C(=O)NC3=NCCS3)C2)cc1 (centres undefined),-4,.,20,-3.6,-2.4,16,103,9,-4,-3
Cc1nc2ccc(NC(=O)c3nn(C(C)C)c(=O)c4ccccc34)cc2s1,1,.,-7,1.3,1.6,1,94,-11,-4,-1
CCOC(=O)c1ccc2[nH]c(C)c(C)c2c1,2,.,-7,1.1,0.2,-1,103,-1,5,2
C#C[C@]1(OC(C)=O)CCC2C3CCC4=CC(=O)CC[C@@H]4C3CC[C@@]21C (some centres undefined),-7,-1,-2,0.3,0.3,6,119,5,4,1
Cc1ccc(OCCC(=O)OCC(=O)NC(=O)c2ccccc2)cc1,-3,0,-7,1.4,-1.3,-3,101,1,3,1
CC(=O)c1ccccc1NC(=O)COC(=O)c1cc[n+]([O-])cc1,8,4,1,-0.1,-0.6,22,101,10,7,-6
